GPR151 activ: activators of human GPR151. Q8TDV0. activation, % at 11.2 µM. PathHunter beta-arrestin GPR151 cells, luminescence. AID 1508602. hit rate 1% among 650,000; in the data active = activation above about 4.9%;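 note: 0% = median of compound wells and 100% = cells with positive control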
Target sequence (Q8TDV0 whole entry, looked up): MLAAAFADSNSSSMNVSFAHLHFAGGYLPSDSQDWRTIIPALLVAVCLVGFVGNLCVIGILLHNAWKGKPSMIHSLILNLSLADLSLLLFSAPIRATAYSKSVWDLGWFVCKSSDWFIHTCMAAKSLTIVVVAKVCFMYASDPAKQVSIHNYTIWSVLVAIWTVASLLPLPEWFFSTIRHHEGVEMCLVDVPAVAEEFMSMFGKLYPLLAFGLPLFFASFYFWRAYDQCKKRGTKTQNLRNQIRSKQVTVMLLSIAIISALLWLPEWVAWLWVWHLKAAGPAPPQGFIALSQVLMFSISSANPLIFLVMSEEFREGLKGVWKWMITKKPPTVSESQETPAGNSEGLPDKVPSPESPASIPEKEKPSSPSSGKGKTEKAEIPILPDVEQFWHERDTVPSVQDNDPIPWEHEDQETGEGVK
MITF inh: blocks human microphthalmia-associated transcription factor; O75030; AID 1259374; AlphaScreen MITF homodimerization, bead proximity signal; inhibition, % at 2.6 µM; hit rate 0.91% among 650,000; in the data active = inhibition above about 50%;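 note: 0% = vehicle wells with protein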
Target sequence (O75030 whole entry, looked up): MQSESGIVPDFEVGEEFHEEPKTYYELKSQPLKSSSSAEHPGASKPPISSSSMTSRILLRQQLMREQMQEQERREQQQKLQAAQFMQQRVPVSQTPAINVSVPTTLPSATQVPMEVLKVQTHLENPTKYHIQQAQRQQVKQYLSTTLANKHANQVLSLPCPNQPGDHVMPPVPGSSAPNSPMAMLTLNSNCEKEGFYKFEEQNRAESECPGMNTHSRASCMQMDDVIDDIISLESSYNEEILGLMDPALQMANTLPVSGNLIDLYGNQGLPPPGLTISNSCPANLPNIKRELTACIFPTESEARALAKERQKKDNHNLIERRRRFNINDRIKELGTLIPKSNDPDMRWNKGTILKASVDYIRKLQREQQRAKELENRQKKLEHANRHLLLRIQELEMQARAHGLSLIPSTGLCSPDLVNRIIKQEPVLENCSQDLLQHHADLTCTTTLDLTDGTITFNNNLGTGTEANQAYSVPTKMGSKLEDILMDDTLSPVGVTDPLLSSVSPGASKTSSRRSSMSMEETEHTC
FBW7 activator: human FBW7 E3 ligase activation, primary screen. hit rate 0.13% among 650,000. AlphaScreen FBW7–phospho-cyclin E peptide binding, activator screen. normalized activity (activation), % at 26.1 µM. Q969H0. AID 1259310; in the data active = normalized activity above about 1.9%;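 note: purified mutant Fbw7 with reduced substrate affinity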
TEAD-YAP block: TEAD-YAP interaction inhibition. HEK-TIYL cells, TEAD-Gal4/YAP UAS-luciferase luminescence. inhibition, % at 9.12 µM. hit rate 1.4% among 640,000. AID 1259422; in the data active = inhibition above about 32%;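 note: 0% = median of test compound wells and 100% = reference inhibitor wells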
* hit, by the source's call; & = joins results of further samples.

Order of values: GPR151 activ | MITF inh | FBW7 activator | TEAD-YAP block
- CCCCN1C(=O)C(=O)/C(=C(/O)c2ccc(OC)cc2)C1c1ccccc1[N+](=O)[O-] (stereo unspecified)
    -0.2 | 10 | 0.0 | -13
- Oc1ccc[n+](CCCCCC[n+]2cccc(O)c2)c1
    0.0 | 15 | 0.0 | 4
- CCOC(=O)CSc1nnc(-c2ccccc2)n1N
    1.0 | 0 | -0.1 | -4
- COc1ccc(C=C(C#N)C#N)c(CSc2ccccn2)c1
    5.4* | -8 | 0.0 | -4
- Nn1c(SCC(=O)NC23CC4CC(CC(C4)C2)C3)nnc1C(F)(F)F
    -0.4 | 10 | 0.1 | 14
- C/C(=N\NC(=O)CNc1ccc(Cl)cc1Br)c1ccccc1
    -1.3 | -1 | 0.0 | 5
- COc1ccccc1NC(=O)Cn1cnc2sc(C(=O)N3CCN(c4ccccc4)CC3)c(C)c2c1=O
    -1.3 | 12 | -0.1 | 5
- CC(C)N(Cc1nc(-c2ccc(Cl)cc2)no1)C(=O)Cc1ccccc1[N+](=O)[O-]
    0.7 | -13 | 0.0 | -5
- CC(C)(C)c1cc(C(=O)O)c(CSc2ccccc2C(=O)O)o1
    -0.9 | 6 | -0.1 | 2
- O=C(O)CCCCCNc1ccc2nsnc2c1[N+](=O)[O-]
    -0.5 | 8 | 0.0 | 3
- CCOC(=O)COc1ccc2c(c1)C(=O)CC(C)(c1cccnc1)O2 (stereo unspecified)
    1.1 | 4 | 0.1 | -8
- Cc1sc(NC(=O)c2ccco2)c(C(Nc2ccccn2)c2cccc(Br)c2)c1C (stereo unspecified)
    -1.3 | -8 | -0.3 | -1
- CC[C@@H]1NC(=O)[C@@H]2C[C@H](NC(=O)c3ccccc3Cl)CN2C1=O
    0.6 | 3 | 0.0 | 3
- CC(C)(C)NC(=O)c1cc([N+](=O)[O-])ccc1N1CCCCC1
    -1.3 | -1 | -0.1 | -5
- CNC(=O)c1ccc(-c2ccccc2C)nc1NCC1CC1
    -1.2 | -22 | 0.1 | -13
- COc1ccc(OC)c(N2C(=O)CC(C(C)c3ccccc3)C2=O)c1 (stereo unspecified)
    1.1 | 2 | 0.0 | 8
- O=C(Nc1nccs1)c1cccc(NC(=O)C2CCCCC2C(=O)O)c1 (stereo unspecified)
    -0.3 | 16 | 0.0 | -7
- Cc1cc2nc(NC(=O)c3ccccc3Br)sc2cc1C
    -0.8 | 8 | 0.0 | -21
- CC(=O)c1cccc(OCCCN2CCCCC2)c1
    1.0 | 32 | -0.1 | 0
- CC(C)(C)NC(=O)CSc1nnns1
    0.9 | 16 | 0.1 | 16
- COc1cc(/C=C2\SC(NC(C)=O)=NC2=O)cc(Cl)c1OC(C)=O
    2.6 | 9 | 0.0 | 6
- CC(C)(C)c1ccc(C(=O)Nc2ccc3nc(SCC(=O)c4ccc(Br)cc4)sc3c2)cc1
    2.7 | -2 | 0.0 | 0
- CC(=O)NS(=O)(=O)c1ccc(NC(=O)c2ccccc2C(=O)O)cc1
    -0.9&-0.7&0.8 | -5&15&-4 | -0.1&0.0&0.1 | -8&-3&10
- O=C(NC1CC1)c1ccc(-c2nc(Nc3ccccc3)c3ncn(C4CCCCC4)c3n2)cc1
    -2.3 | 3 | 0.2 | -11
- COc1ccc(OC)c(S(=O)(=O)N(C)CC(=O)N2CCCCC2)c1
    0.0 | 7 | 0.1 | -7
- COC(=O)CSc1nnc(-c2c[nH]c3ccccc23)n1-c1ccc(F)cc1
    0.6 | 9 | 0.7 | 8
- CC1CCCC(NC(=O)CCNC(=O)Cn2cnc3ccccc3c2=O)C1C (stereo unspecified)
    0.9 | -15 | 0.3 | 2
- CCOc1ccc(Oc2coc3cc(O)ccc3c2=O)cc1
    0.3 | 7 | -0.1 | -3
- CCCCn1c(Cc2ccccc2)nnc1SCC(=O)NC(C)(C)C
    -0.4 | 1 | 0.1 | -6
- CNC(C)(C)c1nnnn1-c1c(C)cccc1C
    0.9 | 3 | 0.0 | 5
- O=C(Nc1ccnn1C1CCN(C(=O)CSc2ccccc2)CC1)C1CC1
    -0.2 | -1 | 0.0 | 0
- CC1(C)c2ssc(=S)c2-c2ccccc2N1CC(=O)c1ccc(F)cc1
    -0.4 | 8 | -0.2 | -8
- Cn1ccnc1C(=O)C1CCCN(C(=O)CCc2nnc(-c3ccccc3)o2)C1 (stereo unspecified)
    4.6 | 2 | 0.0 | -9
- Cc1cc(=O)oc2cc(OCC(=O)Nc3ccc(-c4nnc5n4CCCCC5)cc3)ccc12
    -0.5 | -6 | 0.0 | -1
- CCOC(=O)c1ccc(NC(=O)C(C)N2C(=O)c3ccccc3C2=O)cc1 (stereo unspecified)
    -1.4 | 4 | 0.0 | -9
- Cc1ccc2onc(CC(=O)N3CCc4ccccc43)c2c1
    -1.3 | 1 | -0.2 | 0
- CSc1ccc(C2CC(=O)Nc3c2ccc2ccccc32)cc1 (stereo unspecified)
    -1.0 | 12 | 0.5 | 7
- Cc1sc2ncn(CC(=O)NCC(=O)N3CCC(Cc4ccccc4)CC3)c(=O)c2c1C
    -0.5 | 4 | 0.1 | 13
- CCOC(=O)CSc1nc2ccccc2n1CC(=O)N(C(C)C)C(C)C
    -0.8 | 2 | 0.0 | 0
- CN1CCN(CCOCCOc2c(Cl)cc(Cl)cc2Cl)CC1
    -0.6 | 44 | 0.0 | 10

(further entries)
mol	GPR151 activ	MITF inh	FBW7 activator	TEAD-YAP block
O=C1CC(c2ccccc2)C2=C(CC(c3ccccc3Cl)CC2=O)N1 (stereo unspecified)	0.1	2	-0.1	-2
COc1ccccc1C(NC(C)=O)c1cc([N+](=O)[O-])c2cccnc2c1O (stereo unspecified)	0.1	85*	-0.9	-8
c1coc(CNc2nc(N3CCCCC3)nc(N3CCOCC3)n2)c1	-1.1	15	-0.1	6
COc1ccc(C(=O)COC(=O)C(Cc2c[nH]c3ccccc23)NC(=O)c2ccco2)cc1 (stereo unspecified)	-0.4	-3	0.0	-3
O=C1OC(c2ccc(Cl)cc2)=N/C1=C/c1ccccc1OC(=O)c1ccc(Br)cc1	1.3	-15	-0.1	-3
CC1CCCC(NC(=O)C2N(Cc3ccc4c(c3)OCO4)C(=O)C3C(C(=O)Nc4ccc(Cl)cc4)C4C=CC32O4)C1C (stereo unspecified)	1.3	1	-0.1	16
CCN(CC)C(=O)c1ccc(Oc2ccc([N+](=O)[O-])cc2)cc1	1.6	2	-0.1	6
CCn1c(COc2ccc(Cl)cc2)nnc1SCC(=O)NC1CCCC1	-0.4	16	0.1	1
Cc1ccc(C)c(NC(=O)CCC(=O)OCC(=O)c2ccc(Cl)c([N+](=O)[O-])c2)c1	2.1	8	0.1	3
Cc1nc(N2CCCCC2C)c2c(C)c(C(=O)Nc3cc(F)ccc3C)sc2n1 (stereo unspecified)	3.1	2	0.1	-2
CC1CCN(c2ncnc3scc(-c4ccccc4)c23)CC1	1.2	4	0.1	-1
O=C(NCc1ccccc1)c1cc(-c2ccco2)on1	3.8	-4	0.0	-31
CCS(=O)(=O)N1CCN(C2CCCCCC2)CC1	-1.0	44	0.9	8
CCOc1ccc(N(CC(=O)NC2CCCC2)C(=O)CCC(=O)Nc2ccccn2)cc1	1.3	3	-0.1	-5
COc1ccc(CN2CCNC(=O)C2CC(=O)NCc2cccc(C)n2)c(OC)c1 (stereo unspecified)	-0.7	16	0.2	-3
COC(=O)c1c(NC(=O)C(=O)NCC2CCCO2)sc2c1CCCC2 (stereo unspecified)	-0.9	9	0.0	3
CC(=O)c1sc(=Nc2ccccc2)n(CCCN2CCOCC2)c1C	-1.1	6	-0.1	9
CCOC(=O)c1cnc(SC(CC)C(=O)Nc2cc(Cl)ccc2C)nc1N (stereo unspecified)	-1.0	-1	0.6	-3
COC(=O)c1ccc(NC(=O)C(C)NS(=O)(=O)c2ccc(F)cc2)cc1 (stereo unspecified)	0.1	-4	-0.1	-10
NC(=O)CN(c1cccc(C(F)(F)F)c1)S(=O)(=O)c1ccccc1	0.2	-8	-0.1	5
COc1ccccc1NC(=O)CSc1nc2cc3c(cc2c(=O)n1CCCCCC(=O)NCCc1ccc(OC)c(OC)c1)OCO3	1.2	2	-0.1	-2
O=C(CC(NC(=O)C(F)(F)F)c1ccccc1)Nc1nnc(CCc2ccccc2)s1 (stereo unspecified)	-0.4	-5	-0.1	-6
Cc1ccc(CN2CCC(n3nccc3NC(=O)c3ccc4c(c3)OCO4)CC2)o1	2.6	1	0.1	5
O=C(CSc1nc2c(sc(=S)n2Cc2ccco2)c(=O)n1-c1ccc(F)cc1)NC1CCCC1	1.3	4	-0.1	3
Cc1ccccc1NC(=O)CSc1nc2c(c(=O)n1Cc1ccccc1)SCC2	-0.6	-4	0.1	-9
O=C(N/N=C\C(Br)=C\c1ccccc1)c1ccccn1	-2.2	-5	-0.5	0
COc1cc2nnc(/C=C/C(C)=O)c(-c3ccc(C)o3)c2cc1OC	-1.4	8	-0.6	-19
CC(=O)Nc1ccccc1-c1nnn(CC(N)=O)n1	0.3	19	-0.1	7
Cc1ccc(C)c(Cc2c(C)nc3nc(SCc4ccc(F)cc4Cl)nn3c2C)c1	-0.8	1	0.0	1
O=C(Nc1ccc(N2CCCCC2)cc1)c1cccnc1Cl	-0.9	-20	0.0	-40
C/C(=N\N=C1\NC(=O)C(CC(=O)Nc2cccc3ccccc23)S1)C(C)C (stereo unspecified)	-0.9	11	0.1	-3
Cc1noc(C)c1S(=O)(=O)N1CCCC(C(=O)N2CCN(C3CCCCC3)CC2)C1 (stereo unspecified)	0.0	-1	-0.1	3
Cc1cc(F)c(F)cc1C(=O)N1CCCC1	1.8	-4	0.2	11
COc1cc2nc(NCCN3CCOCC3)nc(NCCc3ccc(O)cc3)c2cc1OC	-1.9	7	-0.1	-2
Cc1ccc(Cl)cc1Nc1nnc(-c2ccc(N3CCOCC3)c([N+](=O)[O-])c2)s1	3.4	-4	-0.1	-5
C=CCNc1nc(Nc2ccc(I)cc2C)nc(OCC)n1	3.3	5	0.1	7
COC(=O)c1ccc(NC(=O)CSc2nccn2C)cc1	-0.8	16	0.6	-22
CCCOc1ccc(OC(=O)Cn2c3ccccc3c(=O)c3ccccc32)cc1	-0.2	-5	0.2	1
COc1cccc2c3c([nH]c12)C1(CCN(CCCC#N)CC1)NCC3	1.0	-9	-0.9	-10
Cc1ccccc1OCC(O)CN(CCO)Cc1ccccc1 (stereo unspecified)	1.0	4	-0.4	10

In another format: results already given
> COc1cc2nc(NCCN3CCOCC3)nc(NCCc3ccc(O)cc3)c2cc1OC
  GPR151 activ: -1.9; MITF inh: 7; FBW7 activator: -0.1; TEAD-YAP block: -2

> Cc1ccc(Cl)cc1Nc1nnc(-c2ccc(N3CCOCC3)c([N+](=O)[O-])c2)s1
  GPR151 activ: 3.4; MITF inh: -4; FBW7 activator: -0.1; TEAD-YAP block: -5

> C=CCNc1nc(Nc2ccc(I)cc2C)nc(OCC)n1
  GPR151 activ: 3.3; MITF inh: 5; FBW7 activator: 0.1; TEAD-YAP block: 7

> COC(=O)c1ccc(NC(=O)CSc2nccn2C)cc1
  GPR151 activ: -0.8; MITF inh: 16; FBW7 activator: 0.6; TEAD-YAP block: -22

(further entries)
mol	GPR151 activ	MITF inh	FBW7 activator	TEAD-YAP block
CN1C(=O)CC(CC(=O)N2CCCCC2c2ccccn2)(c2ccccc2F)C1=O (stereo unspecified)	-1.8	0	0.1	-3
O=C(NC1CCCCCC1)c1nnc(-c2cccc(Cl)c2)o1	-1.4	14	0.8	-36
Cc1ccc(NC(=O)C2CCN(c3nccc(C)n3)CC2)cc1	-1.0	-9	0.1	-1
Cc1cccc(NCC(=O)c2ccc(Cl)cc2)c1	1.1	-3	0.0	-12
CCN(CC)c1ccc2c(N3CCCCC3)c(C=O)c(=O)oc2c1	-1.1	8	0.1	2
CC1CCN(C(c2nnnn2Cc2ccccc2)C(C)C)CC1 (stereo unspecified)	0.2	13	0.1	11
O=c1ccc(-c2ccc(F)cc2)nn1CC1CCNCC1	0.2	11	-0.1	5
CN(C)CCO/N=C(\c1ccncc1)c1ccc(Br)cc1	-0.9	26	-0.2	1
CCCn1c(-c2ccccc2)cn2c3c(=O)[nH]c(=O)n(C)c3nc12	-0.2	7	0.6	-2
O=C(NC1CCCCC1)c1ccc2c(c1)NC(=O)C(N1CCOCC1)S2 (stereo unspecified)	1.0	6	-0.1	4
CCS(=O)(=O)N1CCN(S(=O)(=O)c2ccc(Br)cc2)CC1	-0.7	3	-0.1	3
COc1ccc(C(=O)CN2C(=O)N(c3cccc(C)c3)S(=O)(=O)c3ccccc32)cc1	-0.9	-1	0.1	-1
O=S(=O)(c1ccc(-c2cn3cc(Cl)ccc3n2)cc1)N1CCCCCC1	-0.2	5	0.0	-6
Cc1noc(C)c1C(=O)N[C@H](C)Cn1nnc2ccccc21	-0.7	10	0.1	-2
CCN(CC)S(=O)(=O)c1cccc(-c2nnc(-c3ccc(C)cc3)o2)c1	-1.8	13	0.1	0
CCC(Sc1nc2nc(C)c(Cc3ccccc3Cl)c(C)n2n1)C(=O)N(CC)CC (stereo unspecified)	0.8	-1	-0.1	0
CC(C)C(C(=O)OCC(=O)c1ccc(Cl)cc1)N1C(=O)C2C3C=CC(C3)C2C1=O (stereo unspecified)	-1.7	26	0.1	6
COc1ccc(C(=O)NCc2ccco2)cc1I	0.7	-8	-0.2	1
Cc1ccc(C(O)(c2ccc(C)cc2)c2cccnc2N2CCCCC2)cc1	-0.5	8	-0.1	6
CCOC(=O)C1CCCN(c2cc(Nc3ccc4c(c3)OCCO4)c3c4c(onc24)-c2ccccc2C3=O)C1 (stereo unspecified)	-0.1	4	-0.3	38*

Assay outcomes from PubChem BioAssay.
